WT yeast gro inh: growth inhibition of WT yeast, mitochondrial fusion screen; mitochondrial fusion phenotypic screen, WT strain; inhibition, % at 10 µM; 190,000 compounds, 2.1% hits; in the data active = inhibition above about 58%; tested in S. cerevisiae
bCat nuc transl: alters nuclear translocation of beta-catenin in HeLa cells; 190,000 compounds, 0.3% hits; immunofluorescence imaging; nuclear translocation activity, % at 5 µM; AID 1665;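 active = nuclear translocation activity above 50% at 5 µM, with a well cell count of 50 or more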;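 also: per-cell ratio of nuclear to cytoplasmic median beta-catenin stain intensity; plate controls were DMSO negative control for no effect and GSK-3 inhibitor IX positive control for full effect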
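assay system = human HeLa cells, endogenous beta-catenin | times = compound treatment 24 h, 37°C, 5% CO2 | detection = Anti-beta-catenin immunofluorescence on PFA-fixed, Triton-permeabilized cells, DAPI nuclei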
PMI inhibition: MPI inhibition at elevated mannose 6-phosphate – biochemical, fluorescence intensity, high mannose 6-phosphate, primary screen (AID 1220); recombinant PMI enzyme, coupled fluorescence intensity; higher % means a stronger effect; inhibition, % at 20 µM, or IC50 in µM where a hit was titrated; 190,000 compounds, 0.66% hits
Yfh1-off respiration: enhancers of respiration in Yfh1-depleted yeast, dose response, Friedreich's ataxia, plus single-dose screen (AID 1465) | S. cerevisiae Yfh1-off respiration, WST-1 reduction, 72 h; higher fold induction means a stronger effect | fold induction at 50 µM, or EC50 in µM where a hit was titrated | 220,000 compounds, 0.074% hits;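 active = fold induction of absorbance versus untreated yeast above a set limit, then at least 30% activation at any dose in follow-up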;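 also: activators that raise dye reduction in frataxin-depleted yeast; strong numbers were not always called active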
Dynein cargo inh: blocks dynein driven cargo transport along microtubules. z-score, hits read low. AID 1381. 3617.4 mouse cells, GR-EGFP nuclear translocation imaging; test concentration mostly 20 µM; stimulated with dexamethasone, 1 µM; stronger effect = lower value. 220,000 compounds, 0.47% hits;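 active = plate z-score of nuclear minus cytoplasmic receptor signal below a set negative limit, without overly bright fluorescence or cell loss, cut at about -3.5 in these data, passing the limit was not always enough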;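 also: z-score of nuclear minus cytoplasmic ring GR-EGFP intensity difference per well; some compounds called inactive have numbers as strong as hits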
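medium = tetracycline-free induction medium containing charcoal-stripped FBS | also added = 1.0 µM final dexamethasone stimulus | schedule = 48 h induction, 1 h compound, 30 min dex at 37 °C | technique = fixed, Hoechst-stained cells imaged at 10x for EGFP | measure = GR-EGFP nuclear translocation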
Autophagy mod: modulators of autophagy; calls only at 10 µM (by protocol); AID 463193; MEF GFP-LC3 puncta imaging; test concentration mostly 10 µM; 190,000 compounds, 0.98% hits;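 active = percentage of spot-positive cells more than 3 SD above its plate mean, without a fluorescence outlier flag or 80% toxicity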;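 also: spot-positive cell cutoff set from DMSO-treated cells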
PMI inhibitors: inhibitors of human PMI, primary screen, biochemical, fluorescence intensity, coupled assay (AID 1209). purified PMI enzyme, coupled fluorescence intensity; higher % means a stronger effect. inhibition, % at 20 µM; hits with a dose series show IC50 in µM. 190,000 compounds, 0.42% hits;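 also: plate controls were DMSO vehicle for no effect and wells lacking substrate for full effect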
Ins promoter up: MIN6 insulin promoter up-regulation. z-score at 5 µM. MIN6 insulin promoter-GFP reporter, high-content imaging; stronger effect = higher value. 190,000 compounds, 0.3% hits;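 active = z-score above 3 at 5 µM with at least 500 cells counted in the well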
MT stabilizer: microtubule stabilization, imaging screen. % tubulin-high responders, % at 10 µM. HeLa tubulin immunostaining HCS, 24 h; share of cells brighter than vehicle mean+2SD. 200,000 compounds, 0.83% hits;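 active = plate Z-score above 3 for both tubulin-high and condensed-nucleus cell shares, with cell loss under 80%, at 10 µM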;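 also: anti alpha tubulin signal scored within the nucleus-defined area of each cell; some results filed as inactive read as strong as hits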
WT yeast gro inh mutant strain: also measured in WT yeast gro inh; calls as there; inhibition, %; mitochondrial fusion phenotypic screen, mutant strain inhibition
Dynein cargo inh cytoplasmic EGFP: second read-out of Dynein cargo inh, no call of its own (marks repeat the call); z-score; measured here: cytoplasmic GR-EGFP intensity; stronger effect = higher value
Dynein cargo inh nuclear GR-EGFP: also measured in Dynein cargo inh; calls as there; z-score; measured here: nuclear GR-EGFP intensity;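 lower value marks the stronger effect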
Dynein cargo inh cell count: second read-out of Dynein cargo inh, no call of its own (marks repeat the call); z-score; measured here: cell count per field
Ins promoter up cell count: also measured in Ins promoter up; calls as there; cell count; measured here: cytotoxicity, nuclei count;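 total cells summed across four imaged fields per well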
bCat nuc transl cell count 5 µM: further read-out of bCat nuc transl, marked with its call; cell count; measured here: cell count, cytotoxicity flag
MT stabilizer Hoechst-high %: recorded beside MT stabilizer, whose call it bears; % Hoechst-high responders; measured here: nuclear condensation Hoechst responders;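 share of cells brighter than vehicle mean plus two SD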
MT stabilizer cytotoxicity %: second read-out of MT stabilizer, no call of its own (marks repeat the call); toxicity, %; measured here: cytotoxicity by cell density;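 0% = mean cell density of plate MIN control wells and 100% = no cells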
Autophagy mod cell loss 18 h: second read-out of Autophagy mod, no call of its own (marks repeat the call); toxicity, %; measured here: cell loss, nuclei count;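 cell loss after 18 h compound exposure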
Active calls of the source: *; i = inactive; . = no result given. Rule as the data show it, unless noted: active = inhibition above about 50%; inactive = the rest.

SMILES | WT yeast gro inh | WT yeast gro inh mutant strain | bCat nuc transl | bCat nuc transl cell count 5 µM | PMI inhibition | Yfh1-off respiration | Dynein cargo inh | Dynein cargo inh cytoplasmic EGFP | Dynein cargo inh nuclear GR-EGFP | Dynein cargo inh cell count | Autophagy mod | Autophagy mod cell loss 18 h | PMI inhibitors | Ins promoter up | Ins promoter up cell count | MT stabilizer | MT stabilizer Hoechst-high % | MT stabilizer cytotoxicity %
CN(c1ccc(C(=O)Nc2ccccc2C(F)(F)F)cc1)S(C)(=O)=O | 4 | -7 | . | . | 9% | i | -0.21 | -0.22 | -0.22 | 1.4 | i | 7 | 16% | 1.1 | 1266 | 1.3 | 2.7 | 8.3
CC12CC3(C)CC(C)(C1)CC(NC(=O)N1CCCC1)(C2)C3 | 79 | 87 | -12 | 1146 | -6% | i | 0.39 | -0.23 | 0.26 | 0.22 | i | -2 | -10% | . | . | 2.7 | 2.3 | 4.7
CCOC(=O)c1cc(C#N)c(SCC(N)=O)[nH]c1=O | . | . | 1.5 | 1331 | . | i | 0.2 | -0.18 | 0.018 | -0.41 | . | . | . | 1.9 | 1121 | . | . | .
O=C(Nc1ccc(Cl)c(S(=O)(=O)N2CCOCC2)c1)c1ccc(OCC2CCCO2)cc1 (stereo unspecified) | -1 | 6 | -2.9 | 1094 | -7% | i | -0.57 | -0.18 | 0.19 | 0.62 | i | -7 | -6% | 0.71 | 1234 | 2.4 | 3.5 | 10
CCCCCCCOC1(c2ccccc2)OC(=O)c2ccccc21 (stereo unspecified) | 55 | 0 | -0.1 | 1337 | 7% | i | 1 | 0.37 | 1 | -0.31 | i | 19 | 14% | -0.21 | 1616 | 2.6 | 2.3 | 5.7
O=c1c2cc(Cl)ccc2nc(-c2ccc([N+](=O)[O-])cc2)n1O | 19 | 32 | -2.6 | 1105 | -38% | i | -0.37 | 0.21 | -0.13 | 0.55 | i | -45 | -26% | -1.3 | 1174 | 2.7 | 2.0 | 1.1
CC1CCN(C(=O)C2CCN(CC(C)c3ccccc3)CC2)CC1 (stereo unspecified) | 13 | 0 | 0.0 | 1072 | -9% | i | -0.077 | -0.18 | -0.14 | -0.02 | i | -19 | -3% | -0.06 | 1113 | 2.8 | 3.0 | 5.0
COc1ccc(/C=C(/C(=O)c2cccs2)N2C=CC=CC2=C(C#N)C#N)cc1 | 0 | -8 | 0.7 | 1054 | 19% | i | -3.6* | 1.6* | -2.1* | -0.19* | i | 0 | 20% | -0.15 | 1153 | 7.3 | 1.1 | 5.2
O=C1CC(N2CCCc3ccccc32)C(=O)N1c1ccccc1 (stereo unspecified) | -11 | -22 | -4.2 | 1163 | 4% | i | 0.79 | -0.3 | 0.35 | -0.42 | i | 3 | 1% | -0.2 | 1131 | 4.3 | 3.2 | 9.4
COc1ccc(C/C(C)=N\NC(=O)c2c[nH]c3ccccc23)cc1OC | . | . | -1.0 | 1322 | . | i | -0.2 | -0.24 | 0.21 | 0.26 | . | . | . | -0.16 | 1170 | . | . | .
Cc1cc(C)c(-c2cc(NC(=O)COC(=O)c3ccc(CO)cc3)n(-c3ccccc3)n2)cc1C | 14 | -27 | 0.6 | 961 | 17% | i | 0.2 | -0.14 | -0.25 | 0.17 | i | 9 | 20% | 0.24 | 1278 | 2.3 | 2.7 | 4.7
CCCN(CCC)C(C)C(=O)NCC1(c2ccccc2)CCCC1 (stereo unspecified) | 2 | 1 | -2.4 | 1069 | -7% | i | 0.42 | -0.16 | 0.55 | -1.5 | i | 21 | -10% | . | . | 3.0 | 0.9 | 1.7
COc1ccc(N2CC(C(=O)Nc3nccs3)CC2=O)cc1 (stereo unspecified) | 9 | 15 | -2.2 | 1349 | -6% | i | 0.84 | -0.16 | -0.16 | -1.4 | i | -9 | -6% | -0.51 | 1572 | 2.7 | 2.1 | 8.5
C(=C\c1nc(N2CCCC2)c2ccccc2n1)/c1ccccc1 | 80 | 84 | 0.7 | 1013 | -8% | i | -0.79 | -0.1 | -0.46 | 0.44 | i | 9 | 5% | -1.9 | 872 | 4.0 | 3.2 | 1.3
COc1ccc(/C=C2\N=C(SC)NC2=O)cc1 | 2 | 11 | 1.0 | 1214 | 3% | i | 1.1 | -0.25 | 0.62 | -0.71 | i | 5 | 11% | 0.72 | 1274 | 4.5 | 1.8 | 4.2
COc1ccc(NC(=O)c2ccc(Cl)nc2)cc1S(=O)(=O)N1CCCCC1 | 12 | 5 | -5.7 | 1061 | 1% | i | -0.8 | 0.26 | 0.18 | 0.21 | i | 11 | 4% | 0.73 | 1569 | 3.3 | 8.7 | 3.5
CCc1ccc(CNC(=O)Cn2nc(-c3ccc(C)cc3)ccc2=O)cc1 | 40 | 9 | -4.2 | 1118 | 9% | i | 0.069 | -0.17 | -0.072 | -0.094 | i | -2 | 3% | 0.12 | 1478 | 3.3 | 1.0 | 14
COc1ccc(OC)c(C2C(C(=O)c3sc(C)nc3C)=C(O)C(=O)N2CCN2CCOCC2)c1 (stereo unspecified) | -3 | 10 | 2.7 | 1159 | -22% | i | -0.79 | -0.22 | -0.095 | 0.24 | i | 9 | -28% | -0.03 | 1362 | 4.2 | 2.9 | 4.6
Cc1nnc(SCc2c(Cl)cccc2Cl)s1 | 1 | 8 | -1.0 | 1351 | 7% | i | 2.1 | 0.69 | -0.041 | -0.6 | i | -2 | 7% | 0.28 | 1448 | 4.4 | 1.9 | 1.9
Cc1ccc2oc(-c3ccccc3C(=O)O)cc(=O)c2c1 | -15 | 8 | 0.5 | 1170 | 0% | i | -0.41 | -0.24 | -0.097 | -0.37 | i | 1 | -3% | -0.05 | 995 | 1.9 | 2.2 | 5.4
CCC1=C(OC(=O)N(CC)CC)N2C(=O)OC(=NCCOC)[C@]2(Cc2ccccc2)[C@H]2C1=CC[C@H]1C(=O)N(CC(=O)OC)C(=O)[C@H]12 | . | . | -0.5 | 1047 | . | i | -0.8 | -0.75 | -0.36 | 0.17 | . | . | . | -0.66 | 897 | . | . | .
CCNC(=O)NC(=O)CSc1ccc(NC(C)=O)cc1 | -6 | -3 | -7.8 | 1017 | 2% | i | 0.73 | -0.15 | 0.94 | -0.96 | i | 5 | -3% | 0.8 | 1263 | 6.0 | 2.7 | 4.9
CC(C)CNC(=O)COC(=O)c1cncc(Br)c1 | -11 | 8 | 2.0 | 1411 | -2% | i | -1.2 | -0.22 | -0.33 | 0.73 | i | -31 | -10% | 0.14 | 1556 | 1.5 | 2.3 | 7.6
O=C(c1ccc(Cl)cc1)N1CCn2c1nc1ccccc12 | 10 | -3 | -7.9 | 1113 | -6% | i | 0.11 | -0.34 | 0.48 | 0.74 | i | 0 | -7% | 0.02 | 1642 | 3.7 | 1.5 | 4.0
CCOc1cc2[nH]c(=O)n(CCC(=O)NCCc3ccc(OC)c(OC)c3)c(=O)c2cc1OCC | -7 | 14 | 7.0 | 704 | -14% | i | 1.3 | -0.17 | 0.75 | -1.2 | i | -5 | -14% | . | . | 4.7 | 2.4 | 5.4
COc1cc(C(=O)NC2CCCc3ccccc32)ccc1OCC(=O)Nc1ccc(F)cc1 (stereo unspecified) | 2 | -6 | -0.8 | 496 | 49% | i | -0.23 | -0.27 | -0.31 | -0.11 | i | 12 | 16% | -0.41 | 1302 | 2.5 | 2.6 | 2.7
N#Cc1ccc(COC(=O)C2CCC(=O)N2)cc1 (stereo unspecified) | 1 | 4 | . | . | -2% | i | 0.43 | 0.084 | 0.28 | -1.6 | i | 15 | -7% | 0.02 | 909 | 1.8 | 1.7 | 7.4
COCCNC(=O)c1ccc(N2CCC3(CC2)OCCO3)c([N+](=O)[O-])c1 | -31 | 0 | -2.3 | 1078 | -2% | i | 0.8 | -0.24 | 0.8 | -1.6 | i | 2 | 3% | 0.21 | 1448 | 1.8 | 2.0 | 5.4
COc1ccc(-n2c(SCc3ccccn3)nc3c(c2=O)SCC3)cc1OC | -7 | -2 | 1.7 | 1016 | 0% | i | -0.23 | -0.26 | -0.15 | 0.17 | i | 17 | 2% | 0.81 | 1174 | 1.1 | 1.1 | 1.0
O=C(COC(=O)c1cnccn1)NCc1ccc(Cl)cc1 | 10 | 9 | -6.0 | 1071 | 6% | i | 0.83 | -0.21 | 0.69 | -0.76 | i | 4 | 7% | -0.38 | 1618 | 1.6 | 2.1 | 5.6
Cc1cc(NC(=O)c2c(F)c(F)c(F)c(F)c2F)no1 | 12 | 9 | . | . | 7% | i | -1.3 | -0.18 | -0.55 | -0.39 | i | -3 | 10% | . | . | 2.4 | 1.6 | 4.7
COCCCN1CC23C=CC(O2)C(C(=O)OC)C3C1=O (stereo unspecified) | . | . | . | . | . | i | -1.3 | 0.23 | -0.47 | -0.37 | i | 7 | . | . | . | 2.0 | 1.5 | 7.4

By substructure, those above containing a nitro group on carbon.
SMILES | WT yeast gro inh | WT yeast gro inh mutant strain | bCat nuc transl | bCat nuc transl cell count 5 µM | PMI inhibition | Yfh1-off respiration | Dynein cargo inh | Dynein cargo inh cytoplasmic EGFP | Dynein cargo inh nuclear GR-EGFP | Dynein cargo inh cell count | Autophagy mod | Autophagy mod cell loss 18 h | PMI inhibitors | Ins promoter up | Ins promoter up cell count | MT stabilizer | MT stabilizer Hoechst-high % | MT stabilizer cytotoxicity %
O=c1c2cc(Cl)ccc2nc(-c2ccc([N+](=O)[O-])cc2)n1O | 19 | 32 | -2.6 | 1105 | -38% | i | -0.37 | 0.21 | -0.13 | 0.55 | i | -45 | -26% | -1.3 | 1174 | 2.7 | 2.0 | 1.1
COCCNC(=O)c1ccc(N2CCC3(CC2)OCCO3)c([N+](=O)[O-])c1 | -31 | 0 | -2.3 | 1078 | -2% | i | 0.8 | -0.24 | 0.8 | -1.6 | i | 2 | 3% | 0.21 | 1448 | 1.8 | 2.0 | 5.4

Outcome played no part in choosing rows. About 5% of those tested had a hit in this group.
